Screening data: PubChem, National Center for Advancing Translational Sciences (NCATS)
Lamin A splicing – modulators of lamin A splicing; HeLa LMNA splicing GFP/RFP minigene ratio, 48 h; 200,000 tested, 0.01% active; AID 1487; Potency, µM (highest dose often 46.1 µM), for the others: at the highest dose ratio change, negative = inhibition, most hits filed as inhibitors; active means well fitted inhibition curve with a large enough effect in the signal ratio, with a control signal flat, not every such curve was filed as active; inconclusive means small, poorly fitted or top-dose-only effect, or effect the other way, or a change in a side signal; the % refers to the signal ratio
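S3 HeLa cells stably expressing lamin A-EGFP splicing minigene plus DsRed2, 600 cells/well, 48 h compound exposure at 37C. Laser-scanning cytometry; analysed as GFP (500-530 nm)/RFP (575-640 nm) total intensity ratio; 0.5% DMSO vehicle.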
Numbers without * were called inactive; ? = inconclusive; [ ] = remark or other dose. On the % scale 0 is the no-effect control and ±100 the full control effect; potency means the concentration at half of the fitted maximal effect.

Lamin A splicing,canonical_smiles
5.0%[46 µM],COc1ccccc1N1CCN(C(c2ccccc2)c2nnc(-c3ccccc3Cl)o2)CC1 (stereo unspecified)
?,Cc1ccc(Nc2sc(C(=O)c3ccc(F)cc3)c(N)c2S(=O)(=O)c2ccc(C)cc2)cc1
-19.1%[46 µM],Cc1c(C(=O)N(C)C)sc2c1c(=O)n(-c1ccc(Cl)c(Cl)c1)c(=O)n2CC(=O)N1CCCCC1C (stereo unspecified)
-2.1%[46 µM],COc1ccc(-c2cn3nc(N4CCC(C(=O)NCc5ccccc5F)CC4)sc3n2)cc1
?,CCOC(=O)c1ccc(NC(=O)c2noc3c2CCCC3)cc1
4.6%[46 µM],COc1cccc(N2CCN(C(=O)Cn3c(-c4cccs4)cc4ccccc43)CC2)c1
?,CCOc1ccccc1NC(=O)c1cc2cc3cc(C)ccc3nc2s1
5.1%[46 µM],Cc1ccccc1CNc1nc(N(C)C)nc2c1cnn2C
?,O=C(Cn1c(SCc2ccccc2F)nc2cccnc21)Nc1ccc(F)c(Cl)c1
6.9%[46 µM],COc1ccc2oc(=O)c(-c3csc(-c4ccc(Br)cc4)n3)cc2c1
0.7%[46 µM],CCc1ccccc1N1C(=O)N(Cc2ccccc2C)c2ccccc2S1(=O)=O
?,O=C(NCCCN1CCOCC1)c1ccc2c(c1)N(Cc1ccccc1)C(=O)c1ccccc1S2

In another format: results already given
> O=C(Cn1c(SCc2ccccc2F)nc2cccnc21)Nc1ccc(F)c(Cl)c1
  Lamin A splicing = ?

> COc1ccc2oc(=O)c(-c3csc(-c4ccc(Br)cc4)n3)cc2c1
  Lamin A splicing = 6.9%[46 µM]

Next part.
Lamin A splicing,canonical_smiles
?,COc1cccc2c1ncc1c(-c3ccc(C)cc3)nn(-c3cccc([N+](=O)[O-])c3)c12
10.4%[46 µM],CCOc1ccc(CC(=O)NCCc2csc(-c3ccc(Cl)cc3)n2)cc1
-19.8%[46 µM],CC1=C(c2ccc(C(C)C)cc2)S(=O)(=O)N=C1N1CCC(C(=O)NCc2ccc(C)o2)CC1
?,O=C(Nc1cc(C(F)(F)F)ccc1Cl)c1nc2ccccc2nc1N1CCCCC1
9.1%[46 µM],COC(=O)c1ccc(NC(=O)C(=O)NCCc2csc(-c3ccc(C(F)(F)F)cc3)n2)cc1
4.6%[46 µM],Cc1ccc(CN(C(=O)COc2ccc([N+](=O)[O-])cc2)c2ccccn2)o1
-11.9%[46 µM],CCOC(=O)c1c(C)oc2nc(C)nc(Nc3ccc(C)c(Cl)c3)c12
-8.3%[46 µM],CC(=O)c1ccc(NC(=O)c2nc(-c3ccc(C)cc3)n3c2CCCCC3)cc1
-16.3%[46 µM],Fc1ccc(-n2ncc3c(N4CCCCCC4)ncnc32)cc1
?,CCOc1ccc(NC(=O)/C=C\C(=O)N(c2ccc(C(C)C)cc2)C(C(=O)NCc2ccco2)c2ccc(F)cc2)cc1 (stereo unspecified)
1.9%[46 µM],COc1cc(NC(=O)N2CCSc3ccccc32)cc(OC)c1OC
?,O=C(NCCc1ccc(Cl)cc1)C(=O)NCC(c1ccco1)S(=O)(=O)c1ccc(Cl)cc1 (stereo unspecified)
2.5%[46 µM],Cc1ccc(C)c(N2CCN(C(=O)Cn3cnc4onc(-c5ccc(F)cc5)c4c3=O)CC2)c1
10.0%[46 µM],O=C1Cc2cc(S(=O)(=O)N3CCCCC3)cc3c2N1CCC3
-15.0%[46 µM],Cc1cccc(-n2ccnc2SCC(=O)Nc2cc(C(F)(F)F)ccc2Cl)c1
1.6%[46 µM],CN(C)S(=O)(=O)N(CC(=O)NCCSCc1ccccc1Cl)c1ccccc1
-12.6%[46 µM],O=C(CCC1N=C2c3ccccc3N=C(SCc3ccc(Cl)cc3)N2C1=O)NCc1cccs1 (stereo unspecified)
6.8%[46 µM],Cc1ccccc1NC(=O)N1CCC(CN2CCCC2)CC1
4.8%[46 µM],Cc1ccc(-n2c(SCC(=O)NCc3ccc(F)cc3)nc3c([nH]c4ccccc43)c2=O)cc1
3.5%[46 µM],CCOC(=O)C1=C(CN2CCN(c3ccc(OC)cc3)CC2)NC(=O)NC1c1ccc(OC)cc1 (stereo unspecified)
5.2%[46 µM],CCc1nn2c(=O)cc(COC(=O)c3ccccc3NC(=O)c3ccc(C(C)(C)C)cc3)nc2s1
?,O=C(COc1ccccc1Cl)NCC1(N2CCOCC2)CCCCC1
10.4%[46 µM],O=C(c1ccccc1Cl)N(Cc1ccco1)c1ccccn1
?,CCN(c1ccc(OC)cc1)S(=O)(=O)c1ccc2[nH]c3c(c2c1)CCCCC3
5.8%[46 µM],CCOc1ccc(S(=O)(=O)NCCc2csc(-c3ccc(Cl)cc3)n2)cc1
?,CCC(C)NC(=O)Cn1c(=O)c2cccn2c2ccc(F)cc21 (stereo unspecified)
-3.0%[46 µM],COc1ccc(OC)c(CNC(=O)c2nn(C)c3c2CS(=O)(=O)c2ccccc2-3)c1
7.0%[46 µM],Cc1ccccc1CS(=O)(=O)CC1Nc2ccc(C(=O)NCc3ccc(Cl)cc3)cc2NC1=O (stereo unspecified)
10.4%[46 µM],CSc1ccc(CCNC(=O)c2ccc3c(c2)nc2n3CCC(C)C2)cc1 (stereo unspecified)
?,CCOC(=O)c1ccc(NC(=O)CN2C(=O)CC(c3ccc(C)c(C)c3)=Nc3ccccc32)cc1
21.0%[46 µM],COc1cccc(N2CCN(C(=O)c3c(C)oc4ncnc(N5CCOCC5)c34)CC2)c1
?,CCOc1ccccc1NC(=O)Cc1csc(COc2cccc(C)c2)n1
-10.9%[46 µM],Cc1cccc(S(=O)(=O)c2cn(C)c3cc(N4CCN(c5ccc(F)cc5)CC4)c(F)cc3c2=O)c1
-14.2%[46 µM],Cc1ccccc1NC(=O)CSc1nc2ccc(NC(=O)c3ccco3)cc2s1
1.6%[46 µM],COc1ccc(C(=O)Nc2nnc(SCc3cc(=O)n4cccc(C)c4n3)s2)cc1
10.0%[46 µM],COc1ccc(C2c3c(oc4ccc(Cl)cc4c3=O)C(=O)N2CCCN(C)C)cc1OC (stereo unspecified)
8.2%[46 µM],CCOC(=O)c1ccc(NC(=O)C2=C(C)C(=O)OC23CCN(C(C)=O)CC3)cc1
?,CCc1nnc(NC(=O)CSc2nccn2Cc2ccccc2)s1
-8.7%[46 µM],COc1ccc(CNC(=O)Cn2c(=O)ccc3cc(S(=O)(=O)N4CCCC4)ccc32)cc1
3.7%[46 µM],CCOC(=O)c1cc(S(=O)(=O)Nc2c(C)cc(C)cc2C)[nH]n1
-9.7%[46 µM],COc1ccc(S(=O)(=O)NCc2cccn2Cc2cccc(C)c2)cc1
10.2%[46 µM],O=C(NCc1ccc(F)cc1)C1CCN(S(=O)(=O)c2ccc3c(c2)CCCN3C(=O)C2CCC2)CC1
17.5%[46 µM],CCCCOc1ccc(C(=O)NCCc2sc3nc(-c4ccc(OC)cc4)nn3c2C)cc1
17.7%[46 µM],COc1ccc(C(=O)N2c3nc(-c4ccco4)nn3C3(CCCCC3)[C@@H]3CCCC[C@@H]32)cc1OC
-21.8%[46 µM],Cn1cc(C(=O)O)c(=O)c2cc(S(=O)(=O)N3CCCCC3)ccc21
-12.0%[46 µM],Cc1cc(O)c(C(c2ccc(F)cc2)N2CCN(c3ccccc3)CC2)c(=O)n1Cc1ccco1 (stereo unspecified)
?,COc1cc(Nc2nc(SCc3ccccc3F)nc3ccccc23)cc(OC)c1
12.9%[46 µM],CCc1nn2c(=O)cc(COC(=O)Cc3ccccc3)nc2s1
-3.1%[46 µM],Cn1c(=O)[nH]c2cc(-c3noc(-c4ccc(C#N)cc4)n3)ccc21
13.4%[46 µM],CCCCN1CCc2nc(Nc3ccc(OC)cc3OC)ncc2C1
-12.4%[46 µM],CC(=O)c1ccc(NC(=O)c2ccc3c(c2)N(Cc2cccc(Cl)c2)C(=O)c2ccccc2S3=O)cc1 (stereo unspecified)
-17.1%[46 µM],CCNC(=O)c1ccc(-n2c(-c3ccccc3)cc3c2CCCCC3)cc1
?,Cc1cccc(NC(=O)N2CCN(C(=O)c3nsc4ccccc34)CC2)c1C
7.8%[46 µM],CCN(CC)CCCNC(=O)c1ccc(-c2nc(CN3CCc4ccccc43)c(C)o2)cc1
-0.1%[46 µM],COc1ccc(/C=C/c2nc3ccccc3c(=O)n2-c2cccc(C(F)(F)F)c2)cc1
11.3%[46 µM],CCOC(=O)CSc1nc2c(sc3ccccc32)c(=O)n1Cc1ccc(OC)cc1
17.0%[46 µM],CCOC(=O)c1cc(S(=O)(=O)NCc2cccc(Cl)c2)[nH]n1
3.0%[46 µM],Cc1ccc(NC(=O)C(=O)NCC(c2cccnc2)N2CCN(Cc3ccccc3)CC2)cc1C (stereo unspecified)
1.7%[46 µM],CCCCCNS(=O)(=O)c1ccc(N2CCCCS2(=O)=O)cc1
?,CCOc1ccc(NC(=O)Cn2ccn3nc(-c4ccc(OC)c(OC)c4)cc3c2=O)cc1

Next section:
Lamin A splicing,canonical_smiles
?,Cc1ccc(-n2ncc3c(N(CC(C)C)CC(C)C)ncnc32)c(C)c1
7.3%[46 µM],CCOc1ccc(NC(=O)CCc2c(C)nn(-c3ccc(N4CCCC4)nn3)c2C)cc1
-10.8%[46 µM],CCOc1ccc(C(=O)Nc2ccc3c(c2)N(C(C)=O)CCC3)cc1OCC
2.4%[46 µM],CN(Cc1ccccc1)C(=O)CN1C(=O)CSc2ccc(S(=O)(=O)N3CCOCC3)cc21
18.2%[46 µM],O=C(CSc1nc2ccccc2c(=O)n1CCC(=O)NC1CCCCC1)Nc1ccccc1Cl
-14.3%[46 µM],CC(C)(C)OC(=O)N1CCC(c2c(C(=O)N3CCN(Cc4ccccc4)CC3)cnn2-c2cccc(Cl)c2)CC1
-6.8%[46 µM],CCOCCc1nn2c(=O)cc(COC(=O)c3ccccc3NC(=O)c3ccc(C)cc3)nc2s1
0.8%[46 µM],CN(C)c1ccc(-c2nc(-c3cc4cc(Cl)ccc4oc3=O)cs2)cc1
2.7%[46 µM],COc1ccc(S(=O)(=O)NCc2ccc3c(c2)CCN3C(=O)c2ccccc2)cc1OC
?,COc1ccc(-c2cc3ccc(O)c(CN4CCCCC4C)c3oc2=O)cc1OC (stereo unspecified)
?,COc1ccc(-c2nc(C)c(CCNC(=O)c3c(F)cccc3F)s2)cc1
-1.5%[46 µM],Cn1cc(-c2cc3n(n2)CCC(=O)N3CCCC(=O)NCc2ccc(F)cc2)c2ccccc21
?,CCOC(=O)CC(=O)CSc1nc2ccccc2c(=O)n1CCc1ccc(S(N)(=O)=O)cc1
?,CCN(c1ccccc1)S(=O)(=O)c1ccc2[nH]cc(C(=O)NC3CCCCC3)c(=O)c2c1
2.7%[46 µM],CC(=O)c1ccc(NC(=O)CSc2nc3c(=O)n(C)c(=O)n(C)c3n2C)cc1
-2.3%[46 µM],Cc1cccc(-c2nn3c(=O)cc(CN4CCN(C(=O)c5ccccc5Br)CC4)nc3s2)c1
?,Cc1cc(Nc2ccc(F)cc2F)nc(-n2nc(C)cc2C)n1
-6.1%[46 µM],COc1cc(NC(=O)C2CCN(S(=O)(=O)c3ccc4c(c3)CCCC(=O)N4)CC2)cc(OC)c1
?,CCOc1ccc(C(=O)NC2CC(=O)N(c3ccc(C)cc3)C2)cc1OCC (stereo unspecified)
-27.1%[46 µM],O=C(NCCc1ccccc1)c1ccc2c(c1)N(Cc1ccc(F)cc1)C(=O)CS2
-2.6%[46 µM],CCCCn1c(=N)c(S(=O)(=O)c2ccc(C)cc2)cc2c(=O)n3cc(C)ccc3nc21
-19.7%[46 µM],COc1cc(NC(=O)CN2C(=O)CCc3cc(Br)ccc32)cc(OC)c1OC
-10.2%[46 µM],O=C(Nc1c2c(nn1-c1ccc(Cl)cc1)CS(=O)(=O)C2)c1ccccc1F
-9.8%[46 µM],CCOc1cc(CNC(=O)c2ccc3c(c2)N(C)C(=O)C2CCCCN32)cc(OCC)c1OCC (stereo unspecified)

Part of the list above, set out differently.
structure	Lamin A splicing
CCCCn1c(=N)c(S(=O)(=O)c2ccc(C)cc2)cc2c(=O)n3cc(C)ccc3nc21	-2.6%[46 µM]
Cc1cccc(-c2nn3c(=O)cc(CN4CCN(C(=O)c5ccccc5Br)CC4)nc3s2)c1	-2.3%[46 µM]
O=C(NCCc1ccccc1)c1ccc2c(c1)N(Cc1ccc(F)cc1)C(=O)CS2	-27.1%[46 µM]
CC(=O)c1ccc(NC(=O)CSc2nc3c(=O)n(C)c(=O)n(C)c3n2C)cc1	2.7%[46 µM]
O=C(Nc1c2c(nn1-c1ccc(Cl)cc1)CS(=O)(=O)C2)c1ccccc1F	-10.2%[46 µM]
CCN(c1ccccc1)S(=O)(=O)c1ccc2[nH]cc(C(=O)NC3CCCCC3)c(=O)c2c1	?

The results go on.
Lamin A splicing,canonical_smiles
-25.3%[46 µM],O=C(CSc1nnc2[nH]c(=O)cc(-c3ccccc3)n12)Nc1cc(C(F)(F)F)ccc1Cl
?,CCOC(=O)c1ccc(-c2ccc(/C=C(\C#N)C(=O)Nc3cccc(C)c3)o2)cc1
?,O=C(c1ccc2c(c1)N(Cc1cccc(Cl)c1)C(=O)c1ccccc1S2(=O)=O)N1CCN(Cc2ccccc2)CC1
-27.4%[46 µM],Cc1cc(C)cc(OCC(=O)N(Cc2ccc(Cl)cc2)CC2CCCO2)c1 (stereo unspecified)
2.1%[46 µM],COc1ccc(CNC(=O)CC2N=C3c4ccccc4N=C(SCC(=O)Nc4ccc(C(C)C)cc4)N3C2=O)cc1 (stereo unspecified)

An excerpt; rates above refer to the full screens.
